APE1 inh – blocks human APE1 abasic DNA cleavage; P27695; Potency, µM (highest dose often 65.8 µM), without a hit: top-dose activity change, negative = inhibition, usual class: inhibitors; 350,000 tested, 0.35% active; AID 2517; recombinant APE1, TAMRA/BHQ-2 abasic DNA cleavage fluorescence;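 note: plate controls were vehicle for no effect and reference inhibitor for full effect; nearly all actives have a fitted effect of over 55% in size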
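Measures dequenching upon AP-site incision of a 5'-TAMRA/3'-BHQ-2 THF-containing duplex, 50 nM; human APE1 0.75 nM after 15 min room-temperature exposure to compound; kinetic three-point read at one-minute spacing.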
BLM inh – blocks DNA unwinding by human BLM helicase; recombinant BLM DNA unwinding, fluorescence dequenching; Potency, µM (series often up to 56.1 µM), inactives show top-dose activity change, negative = inhibition, hits mostly inhibitors; AID 2528; 350,000 tested, 0.2% active;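 note: plate controls were vehicle for no effect and no enzyme for full effect; nearly all actives have a fitted effect of over 35% in size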
POLB inh – inhibitors of human DNA polymerase beta; P06746; Pol beta primer extension/strand displacement, fluorescence kinetic; Potency, µM (doses to about 114 µM), for the others: at the top dose activity change, negative = inhibition, usual class: inhibitors; 340,000 tested, 1.3% active; AID 485314; note: % is set by controls: 0 for no effect and ±100 for the full control effect
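Human Pol beta at 10 nM; strand-displacement substrate 50 nM final. Compound exposure 15 min at room temperature before start, reaction 10 min at room temperature.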
POLK inh – DNA polymerase kappa (human) inhibition; Potency, µM (titrated, usually from 107 µM), for the others: at the top dose activity, negative = inhibition, hits mostly inhibitors; 400,000 tested, 0.53% active; Q9UBT6; purified Pol kappa, fluorescent DNA synthesis assay, 10 min; note: % is set by controls: 0 for no effect and ±100 for the full control effect
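Fluorescent qHTS in 1536-well format: enzyme (10 nM) and compound sat 15 min at room temperature before 50 nM substrate (final) was added. Signal taken at 0 and 10 min; no-enzyme buffer wells were negative controls.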
G9a block – inhibitors of human histone lysine methyltransferase G9a | G9a H3K9 monomethylation, AlphaScreen, 2 h | Q96KQ7 | Potency, µM (top dose mostly 102 µM), inactives show at the top dose activity, negative = inhibition, most hits filed as inhibitors | 350,000 tested, 8.8% active; note: % is set by controls: 0 for no effect and ±100 for the full control effect; nearly all actives have a fitted effect of over 75% in size
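Step 1: enzyme (final 20 nM) with compound, 15 min RT. Step 2: substrate peptide 500 nM and SAM 20 uM, 2 h RT. Step 3: anti-H3K9me1 antibody and AlphaScreen beads, 10 min, then plate read.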
Pol iota inh – DNA polymerase iota (human) inhibition; Q9UNA4; Potency, µM (titrated, usually from 115 µM), inactives show top-dose activity, negative = inhibition, hits mostly inhibitors; 390,000 tested, 1% active; Pol iota fluorescent replication assay, 10 min; AID 588590
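Pol iota at 10 nM preincubated 15 min with compounds at room temperature; reaction started with fluorescent substrate, 50 nM final. Fluorescence read kinetically at 0 and 10 min; buffer-only wells as negative control.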
JMJD2A Tudor – blocks the human JMJD2A Tudor domain. 390,000 tested, 4.4% active. O75164. Potency, µM (titrated, usually from 114 µM), without a hit: top-dose activity change, negative = inhibition, usual class: inhibitors. AID 504339. AlphaScreen JMJD2A-Tudor / H3K4me3 peptide binding; note: % is set by controls: 0 for no effect and ±100 for the full control effect; nearly all actives have a fitted effect of over 50% in size
Target sequence (O75164 whole entry, looked up, the tested form may be a part): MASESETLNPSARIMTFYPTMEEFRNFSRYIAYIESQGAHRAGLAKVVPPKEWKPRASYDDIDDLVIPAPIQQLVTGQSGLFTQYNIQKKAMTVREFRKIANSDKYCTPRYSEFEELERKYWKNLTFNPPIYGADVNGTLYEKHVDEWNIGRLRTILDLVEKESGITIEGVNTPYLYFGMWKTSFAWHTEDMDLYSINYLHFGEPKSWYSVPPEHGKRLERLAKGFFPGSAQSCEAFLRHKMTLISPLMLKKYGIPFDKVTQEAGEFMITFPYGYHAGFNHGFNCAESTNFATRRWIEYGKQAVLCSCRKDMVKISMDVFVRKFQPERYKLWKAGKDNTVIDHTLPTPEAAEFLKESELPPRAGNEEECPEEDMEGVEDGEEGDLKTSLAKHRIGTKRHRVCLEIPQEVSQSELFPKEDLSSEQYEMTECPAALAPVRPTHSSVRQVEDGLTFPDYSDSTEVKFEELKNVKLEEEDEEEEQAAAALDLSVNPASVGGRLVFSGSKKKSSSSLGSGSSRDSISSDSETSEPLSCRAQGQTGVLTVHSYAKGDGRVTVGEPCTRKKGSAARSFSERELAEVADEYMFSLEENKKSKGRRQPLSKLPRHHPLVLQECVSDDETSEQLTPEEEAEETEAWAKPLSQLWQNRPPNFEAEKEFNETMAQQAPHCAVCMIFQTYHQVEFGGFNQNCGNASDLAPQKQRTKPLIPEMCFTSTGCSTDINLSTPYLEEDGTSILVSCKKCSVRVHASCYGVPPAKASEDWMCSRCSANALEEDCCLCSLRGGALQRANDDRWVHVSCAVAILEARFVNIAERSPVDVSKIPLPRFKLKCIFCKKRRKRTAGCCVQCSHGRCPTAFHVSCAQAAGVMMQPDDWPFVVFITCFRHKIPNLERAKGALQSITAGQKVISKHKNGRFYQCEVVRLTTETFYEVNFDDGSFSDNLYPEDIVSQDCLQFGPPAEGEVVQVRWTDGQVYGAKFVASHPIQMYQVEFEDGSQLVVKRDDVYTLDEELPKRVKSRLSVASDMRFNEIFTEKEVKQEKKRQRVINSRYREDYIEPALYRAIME
BAZ2B block – inhibitors of human BAZ2B bromodomain | Q9UIF8 | AlphaScreen BAZ2B-H3K14Ac peptide displacement | Potency, µM (titrated, usually from 114 µM), without a hit: at the highest dose activity change, negative = inhibition, hits mostly inhibitors | 360,000 tested, 4.4% active | AID 504333; note: % is set by controls: 0 for no effect and ±100 for the full control effect; nearly all actives have a fitted effect of over 60% in size
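BAZ2B 50 nM plus b-H3(5-23)K14Ac 50 nM, PBS pH 7.4/0.01% Tween-20, 30 min RT; compound added (max 110 uM), 30 min RT; streptavidin donor/Ni-chelate acceptor beads 10 ug/mL final, 20 min dark; AlphaScreen read.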
POLH inh – DNA polymerase eta (human) inhibition; Q9Y253; recombinant Pol eta, fluorescent DNA replication assay; Potency, µM (titrated, usually from 114 µM), for inactives: at the highest dose activity change, negative = inhibition, hits mostly inhibitors; 390,000 tested, 1.2% active; AID 588591; note: % is set by controls: 0 for no effect and ±100 for the full control effect
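Pol eta at 10 nM preincubated with compounds 15 min at room temperature; reaction started with fluorescent substrate (50 nM final) and read kinetically at 0 and 10 min.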
* = called active by the depositor; ? = inconclusive; / = no result given; ! = not confirmed by another sample; [ ] = another dose, or the depositor's remark. Calls come from the whole dose curve; as a rule, active = well fitted curve in the direction sought with a large enough effect; inconclusive = small, poorly fitted or top-dose-only effect, or another doubt; inactive = no such curve, though single readings can be large; an effect the other way counts as inactive or inconclusive. Potency is the fitted concentration of half-maximal effect. The list is partial (hit frequency here may not be typical).

| APE1 inh | BLM inh | POLB inh | POLK inh | G9a block | Pol iota inh | JMJD2A Tudor | BAZ2B block | POLH inh | SMILES |
| --- | --- | --- | --- | --- | --- | --- | --- | --- | --- |
| 76%[activator] | -4% | 4% | -2% | 6% | 24% | -20% | -31% | -22% | COc1ccc(C)cc1NS(=O)(=O)c1ccc2c(c1)NC(=O)C(C)S2 (stereo not given) |
| 8% | -13% | 16% | -1% | 14µM* | 2% | 0% | 11% | -8% | CC1=Nn2c(nnc2-c2cc(-c3ccccc3)n[nH]2)SC1 |
| 38% | -1% | 20% | -4% | 18% | 19% | -12% | -24% | -13% | COc1ccc(C(CNC(=O)c2cccc(NS(=O)(=O)c3ccccc3)c2)N(C)C)cc1 (stereo not given) |
| -9% | -11% | 13% | -11% | ? | 1% | ? | ? | -20% | O=C(NC(Cc1c[nH]c2ccccc12)C(=O)Nc1ccc(F)c([N+](=O)[O-])c1)c1cccs1 (stereo not given) |
| -5% | 1% | -24% | -6% | 24%[59 µM] | 5% | -13% | -7% | -2% | COc1ccc(NC(=O)CSc2nnc(CNc3ccc(F)cc3)o2)c(OC)c1 |
| -3% | -2% | -2% | / | 0% | / | / | -7% | / | COc1ccc(NC(=O)COC(=O)c2c(F)cccc2Cl)cc1OC |
| / | 1% | 12% | 10% | 36%[59 µM] | 2% | -6% | 31%[activator] | -12% | Cc1ccc(Cc2cnc(NC(=O)c3ccc4c(c3)CC(c3ccccc3)OC4=O)s2)cc1 (stereo not given) |
| -2% | -2% | 5% | -7% | -30% | 8% | -7% | -11% | 0% | COc1ccc(C(=O)OCC(=O)NCC2CCCO2)cc1[N+](=O)[O-] (stereo not given) |
| 5% | -2% | 80% | 2% | -3%[59 µM] | 1% | ? | 0% | -9% | O=C(NN=C1CCCCCC1)c1ccc(Br)o1 |
| -2% | -3% | 2% | -7% | -1%[59 µM] | 55%[activator] | -1% | 2% | -14% | COc1cc(C2C(C(C)=O)=C(C)Nc3ncnn32)ccc1O (stereo not given) |
| -2% | 22% | 3% | 2% | 7%[59 µM] | -12% | -13% | 0% | -1% | Cc1c(C(=O)NCCCN2CCOCC2)sc2nc(-c3ccc(F)cc3)cn12 |
| 3% | -2% | -1% | -6% | 11%[59 µM] | 156%[activator] | -8% | -2% | -5% | CN(C)/C(=N\S(=O)(=O)c1ccccc1)c1ccc([N+](=O)[O-])cc1 |
| -20% | -8% | 7% | -3% | 6% | 24% | -19% | -26% | -18% | N#Cc1ccccc1S(=O)(=O)N1CCN(C(=O)c2cc(-c3ccccc3)nn2-c2ccccc2)CC1 |
| -3% | -5% | 4% | -16% | 8.9µM* | 20% | -25% | -29% | -4% | Cc1sc(NC(=O)Nc2ccccc2)c(C(N)=O)c1C |
| 35%[activator] | -4% | 32% | -2% | -10% | 74%[activator] | -1% | -1% | -16% | COc1cc(CCC(=O)OCC(=O)Nc2ccc(C)cc2Cl)cc(OC)c1OC |
| -12% | -3% | 9% | 4% | 117%[activator] | 57%[activator] | 188%[activator] | 138%[activator] | ? | CCCc1cc(N2CCOCC2)n2ncc(-c3ccccc3)c2n1 |
| -3% | 1% | 8% | -9% | ? | 19% | -36% | -29% | -17% | O=C(NCCCN1CCOCC1)c1ccc(Sc2ccc(F)cc2)c([N+](=O)[O-])c1 |
| -30% | / | / | -7% | 11%[0.501 µM] | -8% | -27% | 9% | -26% | Cc1cccc(NC(=O)c2nc[nH]c2C(=O)N[C@@H](C)c2ccccc2)c1 |
| 1% | -3% | -6% | -9% | 7%[59 µM] | 17% | 22µM* | 20µM* | -17% | O=C(Oc1c(CN2CCOCC2)cc(Cl)c2cccnc12)c1ccc(F)cc1 |
| 8.9µM*! | 14µM* | 35µM* | 45µM* | ? | 13µM* | ? | 50µM* | 79µM* | COc1ccc(CCNC(=O)c2ccc3nc(-c4ccco4)c(-c4ccco4)nc3c2)cc1OC |
| 43% | -2% | 0% | 5% | -7% | 5% | 5% | -3% | -10% | CCOC(=O)C1CCN(C(=O)COC(=O)Cc2ccc(Cl)cc2)CC1 |
| 8% | 1% | 23% | -4% | -20% | 74%[activator] | 2% | 4% | -17% | CCS(=O)(=O)Nc1cccc(C2=NN(S(C)(=O)=O)C(c3ccccc3)C2)c1 (stereo not given) |
| -2% | -2% | -8% | -8% | -1%[12.7 µM] | -4% | 9% | 18% | -22% | CCN(CC)S(=O)(=O)c1ccc(Br)c(OC)c1 |
| 8% | -2% | -16% | -8% | ? | -6% | -21% | -5% | -12% | O=C(CSc1nnc(-c2ccncc2)n1-c1ccccc1)NC1CC1 |
| -2% | -5% | 1% | -14% | ? | 5% | -32% | 5% | -22% | COc1cc(C(=O)N2CCN(c3cc(Cl)ccc3Cl)CC2)cc(OC)c1OC |

Ordered by the number under POLB inh (falling): 5 of the compounds above.
canonical_smiles	POLB inh
COc1ccc(C(CNC(=O)c2cccc(NS(=O)(=O)c3ccccc3)c2)N(C)C)cc1 (stereo not given)	20%
COc1ccc(C(=O)OCC(=O)NCC2CCCO2)cc1[N+](=O)[O-] (stereo not given)	5%
COc1cc(C2C(C(C)=O)=C(C)Nc3ncnn32)ccc1O (stereo not given)	2%
CCOC(=O)C1CCN(C(=O)COC(=O)Cc2ccc(Cl)cc2)CC1	0%
CN(C)/C(=N\S(=O)(=O)c1ccccc1)c1ccc([N+](=O)[O-])cc1	-1%

Next entries follow.
| APE1 inh | BLM inh | POLB inh | POLK inh | G9a block | Pol iota inh | JMJD2A Tudor | BAZ2B block | POLH inh | SMILES |
| --- | --- | --- | --- | --- | --- | --- | --- | --- | --- |
| -5% | -4% | -27% | -12% | 20% | ? | -4% | 12% | -17% | CC(C)/C=C1\CC/C(=C\c2ccc(N(C)C)cc2)C1=O |
| -4% | -17% | -30% | 2% | 43%[activator][12.7 µM] | ? | -25% | -26% | 3% | O=C(CSc1nnc(-c2cccc(S(=O)(=O)N3CCCC3)c2)n1-c1ccccc1)Nc1cccc(C(=O)O)c1 |
| -4% | -4% | 31% | -13% | 6% | -22% | -2% | -19% | 7% | O=C(NC1CCCCC1)C(c1ccncc1)N(C(=O)c1csnn1)c1ccc(F)cc1 (stereo not given) |
| ? | 1% | 26% | 6% | 45µM* | 33% | -14% | -11% | -1% | O=[N+]([O-])c1ccc(Sc2ccccn2)nc1 |
| 3% | -7% | / | 3%[60.1 µM] | 6%[12.7 µM] | / | / | / | / | COc1ccc(-c2nc3cnc(N4CCNCC4)nc3n(CCC#N)c2=O)cc1 |
| 1% | / | / | -14% | 2%[12.7 µM] | ? | -5% | 16% | 5% | O=C(COc1ccc(-c2ccccc2)cc1)NNC(=O)Nc1ccccc1 |
| / | -2% | 0% | -4% | -6%[59 µM] | 6% | -12% | 2% | -12% | Cc1ccc(NC(=O)Cn2c(=O)n(Cc3ccc4c(c3)OCO4)c(=O)c3ccccc32)cc1 |
| -11% | -1% | ? | 0% | -7%[59 µM] | -29% | -23% | -5% | 5% | Cn1c(Cn2c(=O)sc3ccccc32)nnc1SCC(=O)NCc1ccco1 |
| 13% | -6% | 33% | -10% | -17%[59 µM] | 10% | ? | 79µM* | 3% | COC(=O)N/N=C/c1cc(C)n(-c2cccc3ccccc23)c1C |
| -1% | 5% | 1% | -15% | / | ? | -17% | 4% | -13% | COc1ccc2nc(C)cc(Nc3cccc(C(=O)O)c3)c2c1 |
| 5% | -9% | -1% | -13% | 25%[12.7 µM] | 70%[activator] | -16% | -11% | 5% | CC(C)(C)c1ccc(S(=O)(=O)N2CCN(c3ncccn3)CC2)cc1 |
| -3% | -10% | -13% | -4% | ? | -11% | 35µM* | 14µM* | -22% | COc1cccc(CNc2ccc(N3CCCCC3)cc2)c1OC |
| / | -4% | -12% | -13% | 29%[59 µM] | 31%[activator] | 17% | -1% | -16% | Cc1ccc(-c2noc(CN(C3CCCCC3)S(=O)(=O)c3ccc(Cl)cc3)n2)cc1 |
| 2% | -2% | -13% | 1% | 6% | -9% | 1% | -15% | -9% | CCc1ccc(CN(C)C(=O)CCc2nnc(Cc3cccc(C)c3)o2)nc1 |
| / | -2% | 17% | -10% | 4%[59 µM] | 21% | -7% | -4% | / | CCC(C(=O)NCc1cc(OC)ccc1OC)n1nc(C)c2sc3ccccc3c2c1=O (stereo not given) |

Quoted from the listing.
`O=C(COc1ccc(-c2ccccc2)cc1)NNC(=O)Nc1ccccc1` – G9a block = 2%[12.7 µM]
`Cc1ccc(-c2noc(CN(C3CCCCC3)S(=O)(=O)c3ccc(Cl)cc3)n2)cc1` – BLM inh = -4%

Record cards, as listed above. Screens in order: APE1 inh, BLM inh, POLB inh, POLK inh, G9a block, Pol iota inh, JMJD2A Tudor, BAZ2B block, POLH inh
Cc1ccc(-c2noc(CN(C3CCCCC3)S(=O)(=O)c3ccc(Cl)cc3)n2)cc1 is entered as /, -4%, -12%, -13%, 29%[59 µM], 31%[activator], 17%, -1%, -16%
CCc1ccc(CN(C)C(=O)CCc2nnc(Cc3cccc(C)c3)o2)nc1 is entered as 2%, -2%, -13%, 1%, 6%, -9%, 1%, -15%, -9%
